# High-throughput results (PubChem)
# iPSC survival up: enhancers of human iPSC single-cell survival. hiPSC single-cell survival, ATPlite luminescence; 100% = ROCK inhibitor wells, 0% = DMSO. survival enhancement, % at 20 µM. 0.044% of 360,000 active. AID 602274; in the data active means survival enhancement above about 18%;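 further: cells exposed to compounds for 16 hours before the ATP read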
# Vif inh: blocks HIV Vif function. 0.35% of 340,000 active. inhibition, % at 7.49 µM. HEK293T cells, Vif self-association by quenched fluorescence, imaging, 24 h; in the data active means inhibition above about 50%, passing the limit was not always enough; further: some results filed as inactive read as strong as hits
# Granule exo inh: lytic granule exocytosis inhibition; TALL-104 LAMP-1 surface exposure, flow cytometry; cells stimulated with thapsigargin and PMA; inhibition, % at 10 µM; 0.66% of 360,000 active; AID 651702;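 active means inhibition above about 55%, limit read from the data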
# HTR2A ag: mouse HTR2A agonism via beta-arrestin recruitment; CHO-K1 mHTR2A beta-arrestin complementation, luminescence; percent of 30 µM serotonin response; AID 624169; activation, % at 7.6 µM; 0.66% of 360,000 active;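 active means activation above a run cutoff, the mean activation of all tested compounds plus 3 SD, cut at about 14% in these data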;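 further: 0% = plate median of compound wells and 100% = 30 µM serotonin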
# N-glyco inh: N-linked glycosylation inhibition. 0.23% of 360,000 active. D54 ERlucT glycosylation luciferase reporter, 24 h; percent of 100 nM tunicamycin response. reporter increase, % at 12.5 µM;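 active means mean luciferase reporter signal, scaled so untreated is 0 and the glycosylation-blocking control 100, at or above a set limit in every replicate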;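 further: luciferase carries N-glycosylation sites so blocking glycosylation raises the light; 0% = median of neutral control wells and 100% = median of 100 nM tunicamycin wells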
# CaV13 FRET inh: Primary screen for inhibitors of IQ motif and Ca2+-dependent inactivation inhibitor domain binding in CACNA1D, Förster resonance energy transfer in living cells, …. HEK cells, CFP/YFP FRET ICDI-IQ, plate reader, 10 min; percent FRET-ratio fall versus neutral wells. inhibition, % at 12.3 µM. 0.098% of 340,000 active;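 active means mean replicate inhibition of at least 30% and at least 1% of replicates passing that level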;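 further: 0% = median of the neutral control wells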
# H9c2 protect: protects H9c2 cardiomyocytes from peroxide injury. protection from H2O2 cell death, % at 20 µM. AID 588492. 0.63% of 360,000 active. H2O2 injury protection, ATPLite, 2 h;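 active means compounds giving at least 50% protection of heart cells from peroxide-induced death in the single-dose screen, raw or plate-pattern-corrected value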;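 further: 0% = DMSO wells with peroxide and 100% = DMSO wells without peroxide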
# ABCB6 inh 2: inhibitors of human ABC transporter ABCB6; Q9NP58; K562-ABCB6 porphyrin accumulation, flow cytometry, 1 h; active compounds read low; fluorescence ratio to DMSO, % at 10 µM; 0.19% of 360,000 active; AID 602162;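 active means fluorescence ratio to DMSO below 75%, the collection mean minus 3 SD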;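 further: signal is porphyrin accumulated inside mitochondria; 100% equals median channel fluorescence of DMSO control wells; lower ratio means ABCB6 inhibition with less porphyrin fluorescence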
# Target sequence (Q9NP58 whole entry, looked up): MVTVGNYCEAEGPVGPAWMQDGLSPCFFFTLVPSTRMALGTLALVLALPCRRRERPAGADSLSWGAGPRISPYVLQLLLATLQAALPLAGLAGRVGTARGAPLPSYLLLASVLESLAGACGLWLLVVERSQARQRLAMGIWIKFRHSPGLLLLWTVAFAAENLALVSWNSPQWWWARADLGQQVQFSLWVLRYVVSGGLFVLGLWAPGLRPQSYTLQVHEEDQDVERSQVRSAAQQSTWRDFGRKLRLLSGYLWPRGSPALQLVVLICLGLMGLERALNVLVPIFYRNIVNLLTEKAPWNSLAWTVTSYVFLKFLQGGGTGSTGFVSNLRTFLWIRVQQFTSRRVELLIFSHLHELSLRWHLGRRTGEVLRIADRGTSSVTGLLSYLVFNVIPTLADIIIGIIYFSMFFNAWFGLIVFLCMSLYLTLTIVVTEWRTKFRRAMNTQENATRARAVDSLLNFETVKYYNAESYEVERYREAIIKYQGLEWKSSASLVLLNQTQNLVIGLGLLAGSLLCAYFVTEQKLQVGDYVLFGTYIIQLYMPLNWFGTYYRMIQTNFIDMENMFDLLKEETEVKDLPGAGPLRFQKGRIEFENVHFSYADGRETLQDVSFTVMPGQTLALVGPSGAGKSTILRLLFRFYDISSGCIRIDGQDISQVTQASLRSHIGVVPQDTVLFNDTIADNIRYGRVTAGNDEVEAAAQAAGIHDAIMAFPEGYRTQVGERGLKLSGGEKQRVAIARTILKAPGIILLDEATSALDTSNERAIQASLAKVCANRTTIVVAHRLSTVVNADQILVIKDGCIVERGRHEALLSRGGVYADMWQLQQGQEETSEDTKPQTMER
# PDI inh: inhibitors of human protein disulfide isomerase; P07237; PDI insulin aggregation turbidity, A650, 90 min; inhibition, % at 10 µM; 0.052% of 350,000 active; AID 588391;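 active means mean inhibition across replicates of 30% or more, whatever share of single replicates reach that level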;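 further: absorbance from insulin aggregation driven by PDI reduction with DTT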
# aDG glyco up: increases alpha dystroglycan glycosylation | 0.22% of 360,000 active | activation, % at 10 µM | Pro5-aDG cells, alpha-DG glycosylation AlphaScreen (IIH6); 0% Pro5, 100% B10-LARGE cell signal;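 active means activation of at least 8% versus controls, or a plate z-score of at least 8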;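 further: Pro5 are CHO cells carrying HIG-tagged alpha-DG that lacks glycosylation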
# * = called active by the depositor; / = not tested or not shown; & = joins results of further samples.
SMILES,iPSC survival up,Vif inh,Granule exo inh,HTR2A ag,N-glyco inh,CaV13 FRET inh,H9c2 protect,ABCB6 inh 2,PDI inh,aDG glyco up
C/C(=N/N1CCN(c2ccccc2)CC1)c1cccc([N+](=O)[O-])c1,-0.1,0,-1,2,1,-5,-5,99,4,-0.5
CC1CCN(CC(=O)Nc2ccccc2C(=O)NC2CC2)CC1,-2.3,-4,8,-8,-1,-2,-3,97,-6,0.0
CCC(C)Sc1ccc(-c2nc3cc(C)ccn3c2NC2CCCCC2)cc1 (stereo not given),-1.9&-0.5,-5,-3&6,-5&-10,-3,-8&-12,-24,116&105,-5,4.7&2.6
CC(C)C(NC(=O)c1ccc(C(C)(C)C)cc1)C(=O)NCc1ccccn1 (stereo not given),-3.8,8,-1,-2,-1,-6,-6,94,6,0.4
CCOc1ccc(NC(=O)CN2C(=O)C3CC=CCC3C2=O)cc1 (stereo not given),-0.4,8,-5,3,0,-4,1,90,14,0.2
CCOc1ccc2[nH]c(C)c(CN3CCCCC3)c(=O)c2c1,-2.5,0,5,6,1,-9,-1,95,3,0.3
O=C(CCl)Nc1ccccc1C(=O)NCc1ccccc1,1.3,-1,3,0,-3,-5,0,96,-3,1.2
COc1ccc(CCNc2oc(Cc3cccc4ccccc34)nc2C#N)cc1OC,-1.6,-10,3,3,-7,-6,8,105,9,0.3
CS(=O)(=O)Cc1nc2ccccc2oc1=O,-0.9,-1,1,7,1,/,-24,102,1,0.4
O=C(c1c(F)cccc1F)N(Cc1cccs1)C1CCCC1,0.3,-8,8,-5,-1,-1,-3,103,1,-0.2
CCN(CC)S(=O)(=O)c1ccc2[nH]cc(C(=O)NCCc3ccccc3)c(=O)c2c1,1.3,/,-2,-2,0,/,-28,110,-40,0.0
Cc1ccc(S(=O)(=O)N2C[C@@H]3[C@H]4CC[C@H](C4)[C@@H]3[C@@H](C)[C@H]2c2ccn(Cc3ccccc3)c2)cc1,-1.5,-2,-3,-2,-5,-5,-21,98,0,-0.2
COC(=O)C1=CO[C@@H](O[C@@H]2O[C@H](CO)[C@@H](O)[C@H](O)[C@H]2O)C2C(CO)=CCC12 (stereo not given in full),3.2,-2,0,4,2,-10,-1,100,-5,0.1
CCOc1cc(C2CC(=O)Nc3cc(C)c(C)cc32)ccc1O (stereo not given),-1.8,-18,0,2,-2,0,-12,80,-2,0.4
CC(NS(=O)(=O)c1cccc(S(=O)(=O)c2ccccc2)c1)C(=O)O (stereo not given),-1.4,-2,3,-3,2,-5,5,115,-1,0.2
COC(=O)[C@@]12C[C@@H](CC(=O)NCCC(C)C)C(=O)N(Cc3ccc4c(c3)OCO4)C1=CCC(C)(C)C2,/,/,5,-2,/,-8,/,/,/,0.2
COc1cc(NC(=O)CCc2c(C)nc3nc(C)nn3c2C)cc(OC)c1,0.3,8,0,0,1,-5,10,101,-2,-0.1
O=C(Nc1nc(-c2ccco2)c(-c2ccco2)s1)c1ccc(F)cc1F,-0.4,-3,36,3,2,-6,-4,105,-2,1.0
Cc1ccc(NCC(=O)c2ccc(C)cc2)cc1,-0.5,6,16,7,0,-4,-14,97,-3,0.1
Cc1ccc(S(=O)(=O)N(C)C)cc1NC(=O)CCNC(=O)c1ccccc1Cl,-0.9,-7,0,-2,-1,-17,3,98,9,-0.2
O=C(CCNS(=O)(=O)c1cccc(Cl)c1)OCC(=O)N1CCN(C(=O)c2ccco2)CC1,-0.6,5,-2,-1,0,-7,2,99,-4,-0.2
CCOC(=O)c1cc(CC)sc1NC(=O)c1cc(OCC)c(OCC)c(OCC)c1,4.6,2,1,5,-5,-7,-9,92,-2,0.3
COc1ccc(CN(C(=O)CCC(=O)N2CCCCC2)c2nccs2)cc1OC,-2.3,3,1,3,-2,-5,-12,105,-3,0.1
O=C(N[C@@H](Cc1ccccc1)C(=O)OCC(=O)N1CCOCC1)c1cccs1,-0.5,2,1,-2,1,-6,5,91,15,0.0
CC1=C(C(=O)N2CCOCC2)CC(CC(=O)NCCN2CCOCC2)C(=O)N1Cc1ccc(F)cc1 (stereo not given),-2.0,-3,3,-5,0,-6,12,101,-2,0.2
O=C(NNC(=S)NC(=O)c1cccs1)c1cccnc1,3.7,0,9,2,1,1,10,97,-1,-0.4
CCCCn1c(N)c(N(CCC(C)C)C(=O)CSc2nc3ccccc3n2C)c(=O)[nH]c1=O,-0.3,-3,-1,-1,-1,-2,26,100,-4,-0.2
COCCNC(=O)/C(C#N)=C/c1c(N2CCCCCC2)nc2c(C)cccn2c1=O,1.4,/,7,0,1,-4,3,100,-1,0.1
CCOc1cc(C2C3=C(CCCC3=O)NC3=C2C(=O)CCC3)ccc1OCCO,-0.7,-4,-3,8,-2,-3,2,97,-11,-0.1
COc1ccc(N(CC(=O)N2CCN(C)CC2)S(=O)(=O)c2ccccc2)cc1OC,-3.7,13,-4,-8,-2,-5,-2,102,-1,0.2
Cc1ccc(C(=O)N/C(=C\c2ccc(Cl)cc2)C(=O)NCCN2CCOCC2)cc1,0.7,13,-1,-2,0,-3,5,98,7,-0.1
CCC(Oc1ccccc1)C(=O)Nc1nnc(C)s1 (stereo not given),4.1,2,2,1,0,-3,-4,102,2,-0.2
COc1cc(S(=O)(=O)N2CCOCC2)c(OC)c(S(=O)(=O)N2CCOCC2)c1,-1.3,-4,5,1,4,-5,3,99,10,-0.1
O=C1[C@H]2[C@@H](c3ccccc3)N[C@]3(CCCN(Cc4ccc(C(F)(F)F)cc4)C3=O)[C@H]2C(=O)N1Cc1ccccc1,-1.0,1,4,12,2,-9,25,95,22,-0.1
CCOC(=O)C1CCN(Cc2nc3ccccc3c(=O)n2-c2ccc(OCC)cc2)CC1,-0.1,/,2,-4,1,-4,9,102,5,-0.3
O=C(NC1(C(F)(F)F)NC(=O)N(Cc2cccnc2)C1=O)c1ccncc1 (stereo not given),-2.1,-8,4,4,0,-9,11,93,0,-0.2
COc1ccc(S(=O)(=O)N2CCC(C(=O)NCCC(=O)NCc3ccccc3OC)CC2)cc1,-0.1,-19,-9,-1,0,-8,-3,108,4,2.0
O=C(OCc1ccc(COC(=O)c2cccnc2Cl)cc1)c1cccnc1Cl,-2.2,1,-4,-8,-2,-3,-19,101,2,1.3
CCC(C)NC(=O)c1c(F)c(F)c(F)c(F)c1F (stereo not given),-0.7,3,0,-2,1,-1,6,97,-11,0.2
O=C(/C=C/c1ccccc1F)c1cccc([N+](=O)[O-])c1,-5.2,1,85*,-2,-1,-5,-18,108,-6,-0.4

# Looked up above.
# Granule exo inh with COc1cc(S(=O)(=O)N2CCOCC2)c(OC)c(S(=O)(=O)N2CCOCC2)c1 reads 5
# PDI inh with CCOC(=O)C1CCN(Cc2nc3ccccc3c(=O)n2-c2ccc(OCC)cc2)CC1 reads 5

# Following part:
SMILES,iPSC survival up,Vif inh,Granule exo inh,HTR2A ag,N-glyco inh,CaV13 FRET inh,H9c2 protect,ABCB6 inh 2,PDI inh,aDG glyco up
COC(=O)[C@@H]1C2CCC(C(=O)Nc3ccccc3)(CC2)[C@@H]1C(=O)OC,1.1,-7,-2,-3,1,/,2,99,-2,0.2
CCOC(=O)c1c(C)[nH]c(-c2csc(N)n2)c1C,1.8,112*,3,0,27*,3,8,113,-3,0.6
CC(C)C[C@@H](CN)NC(=O)c1nc[nH]c1C(=O)N[C@@H](Cc1ccccc1)C(=O)CNC[C@H](C)NC(=O)c1nc[nH]c1C(=O)N[C@@H](CC(=O)O)C(=O)O,-0.6,11,2,-5,2,-6,-6,102,4,-0.3
CCCCCCCCN1C(=O)[C@H](CC(=O)N2CCOCC2)C[C@@]2(C(=O)OC)CC(C)(C)CC=C12,/,/,7,-2,/,-10,/,/,/,0.4
COC1CCN(C(=O)C2CCC(=O)N(C3CCCCCC3)C2)CC1 (stereo not given),1.2,-4,-6,-3,2,-5,0,101,12,0.0
Cc1cc(=O)[nH]c(SCc2nc3ccccc3s2)n1,-0.4,-4,-1,0,1,-4,10,96,2,0.0
CCCc1nc2c(sc3nc4c(cc32)COC(C)(C)C4)c(=O)n1CCN(CC)CC,-0.5,-7,4,-1,-5,10,8,95,2,0.2
CCCCCCn1cc(C(=O)O)c(=O)c2cc(F)c(N3CCCCC3)cc21,0.4,-5,3,-5,0,-3,1,98,-10,-0.1
O=C(O)c1ccc(/C=N/NC(=S)NCc2ccccc2)cc1,-0.6,-4,-1,4,4,-5,0,90,-13,0.0
COc1cc(NC(=O)C2CCCCC2)c(OC)cc1NC(=O)c1ccco1,-1.5,-2,0,3,0,-9,0,94,3,-0.4
Cc1ccc(CNC(=O)CNC(=O)c2ccc(C(C)(C)C)cc2)n1C,-0.3,-1,6,4,2,-2,-1,99,5,-0.1
COc1c(S(=O)(=O)N2CCCCC2)ccc2c(S(=O)(=O)N3CCCCC3)cccc12,0.5,-12,-1,-4,-7,-6,7,91,9,-0.1
COC(=O)/C=C/c1sc2nc(C)cc(C)c2c1N=CN(C)C,0.8,5,-1,4,1,-5,6,103,-3,-0.1
CC12C=CC3(O1)C(C(=O)N(c1cccnc1)C3C(=O)NC1CCCCC1)C2C(=O)Nc1ccccc1 (stereo not given),-2.9,0,-2,-1,-1,/,30,98,-3,-0.1
CC(=O)c1cccc(N=Cc2c(O)c3ccccc3oc2=O)c1,1.6,1,3,-5,0,1,3,105,6,0.1
CCOc1cc(C(=O)Nc2ccc(S(=O)(=O)Nc3onc(C)c3C)cc2)cc(OCC)c1OCC,-1.7,0,-12,1,1,-5,0,103,-6,0.0
CCc1nc2ccc(C(=O)N(C)Cc3ccco3)cn2c1N(C)Cc1ccc(OC)cc1,-0.5,13,3,1,-1,-4,-2,94,9,0.2
N#Cc1ccc(COc2ccc(CCO)cc2-n2nc3ccccc3n2)cc1,3.4,28,-7,0,-2,-4,10,96,-10,0.1
O=C(NCc1cccs1)c1csc([C@H]2C[C@H](O)[C@@H](CO)O2)n1,1.7,14,2,3,1,-5,-7,98,-7,-0.5
CCNc1nc(NC(N)=S)nc(NC(C)(C)C)n1,-4.5,-3,36,4,1,-5,-8,102,-2,0.1
Cc1cc(O)cc2c1O[C@@](C)(CCC[C@@H](C)CCC[C@@H](C)CCCC(C)C)CC2,-1.2,-8,-4,-1,0,-5,-1,101,6,0.0
O=C(CCCOc1ccccc1)Nc1cccc(S(=O)(=O)N2CCCCC2)c1,-0.2,-2,-3,-3,-1,-6,-7,92,-5,0.7
CCc1ccc(OCC(=O)N(Cc2ccccc2)C2CCS(=O)(=O)C2)cc1 (stereo not given),-0.1,0,-5,-6,-3,-4,-5,93,-8,0.0
CCCCOC(=O)Nc1nnc(CC(=O)NCc2ccccc2)s1,0.0,-5,-10,-2,-1,-20,6,101,6,-0.1
CN1/C(=C\C(=O)c2ccco2)c2ccccc2CC1(C)C,-0.6,-3,0,1,2,/,-1,100,0,-0.1

# Whole records, looked up by structure.
# Results for `CN1/C(=C\C(=O)c2ccco2)c2ccccc2CC1(C)C` : iPSC survival up: -0.6; Vif inh: -3; Granule exo inh: 0; HTR2A ag: 1; N-glyco inh: 2; CaV13 FRET inh: /; H9c2 protect: -1; ABCB6 inh 2: 100; PDI inh: 0; aDG glyco up: -0.1
# Results for `CCc1ccc(OCC(=O)N(Cc2ccccc2)C2CCS(=O)(=O)C2)cc1` (stereo not given) : iPSC survival up: -0.1; Vif inh: 0; Granule exo inh: -5; HTR2A ag: -6; N-glyco inh: -3; CaV13 FRET inh: -4; H9c2 protect: -5; ABCB6 inh 2: 93; PDI inh: -8; aDG glyco up: 0.0
